# Screening data (PubChem)
# DRD3 agonist: qHTS of D3 Dopamine Receptor Agonist: qHTS. D3R DiscoveRx beta-arrestin cells, luminescence, 90 min. max activation, %. D(3) dopamine receptor (Homo sapiens), P35462. hit rate 0.58% among 410,000; in the data active = max activation above about 30%; note: 0% is about no effect; mostly tested at two doses, the higher about 12 µM
# Target sequence (P35462 whole entry, looked up): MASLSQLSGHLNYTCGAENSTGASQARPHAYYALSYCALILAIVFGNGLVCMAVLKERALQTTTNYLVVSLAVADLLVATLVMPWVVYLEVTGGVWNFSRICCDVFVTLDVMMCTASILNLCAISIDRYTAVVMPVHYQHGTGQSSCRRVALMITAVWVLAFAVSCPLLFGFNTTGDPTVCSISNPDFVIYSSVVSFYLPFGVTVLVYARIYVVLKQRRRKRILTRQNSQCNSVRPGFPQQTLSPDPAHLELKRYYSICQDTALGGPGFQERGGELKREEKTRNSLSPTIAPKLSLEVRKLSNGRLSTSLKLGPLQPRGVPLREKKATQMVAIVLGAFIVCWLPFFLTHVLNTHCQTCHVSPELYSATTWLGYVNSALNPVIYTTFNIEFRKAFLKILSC
#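 Agonist mode: compounds and dopamine controls were applied to plated cells for 90 min at 37 degrees C after an overnight attachment at 1500 cells/well. Luminescent read-out followed 30 - 60 minutes at room temperature with DiscoveRx detection reagent.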
# aSyn rescue: qHTS of alpha-syn Inhibitors; hit rate 0.14% among 370,000; Yeast expressing alpha-synuclein, growth rescue, BacTiter-Glo, 24 h; Potency, µM (titrated, usually from 46.1 µM), inactives show top-dose growth rescue (activation), usual class: activators; AID 652106, 2013; note: potency is the fitted concentration of half-maximal effect; % of control where 0% means no effect; nearly all actives have a fitted effect of over 65% in size
#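 Galactose-induced alpha-syn yeast (OD600=0.02, raffinose-pregrown) + pinned cpd, 24 hr, 30 deg C; growth by BacTiter-Glo luminescence. Growth restoration scores as activation.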
# HEK293 tox: qHTS of GLP-1 Receptor Inverse Agonists: Cytotox Screen | hit rate 0.13% among 410,000 | AID 624418, 2012 | Potency, µM (highest dose often 38.3 µM), for inactives: at the top dose activity change, negative = inhibition, hits mostly inhibitors | HEK293 cAMP-luciferase reporter cells, luminescence, 24 h;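 note: loss of luciferase light is scored as toxicity; potency is the fitted concentration of half-maximal effect; % is set by controls: 0 for no effect and ±100 for the full control effect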
#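 Compound-treated cells are incubated 24 hr at 37 deg C under 5% CO2 after a 12 hour attachment period, then luciferase detection reagent is added and luminescence is measured following 12 min at room temperature; lowered signal indicates toxicity.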
# GLP-1R agonist: qHTS of GLP-1 Receptor Agonists. Glucagon-like peptide 1 receptor (Homo sapiens), P43220. HEK293 GLP-1R CRE-luciferase, luminescence, 4-6 h; cells express a hypersensitive GLP-1R form. Potency, µM (doses to about 45.6 µM), for the others: at the top dose activation, most hits filed as activators. hit rate 0.007% among 380,000; note: potency is the fitted concentration of half-maximal effect; % of control where 0% means no effect
# Target sequence (P43220 whole entry, looked up): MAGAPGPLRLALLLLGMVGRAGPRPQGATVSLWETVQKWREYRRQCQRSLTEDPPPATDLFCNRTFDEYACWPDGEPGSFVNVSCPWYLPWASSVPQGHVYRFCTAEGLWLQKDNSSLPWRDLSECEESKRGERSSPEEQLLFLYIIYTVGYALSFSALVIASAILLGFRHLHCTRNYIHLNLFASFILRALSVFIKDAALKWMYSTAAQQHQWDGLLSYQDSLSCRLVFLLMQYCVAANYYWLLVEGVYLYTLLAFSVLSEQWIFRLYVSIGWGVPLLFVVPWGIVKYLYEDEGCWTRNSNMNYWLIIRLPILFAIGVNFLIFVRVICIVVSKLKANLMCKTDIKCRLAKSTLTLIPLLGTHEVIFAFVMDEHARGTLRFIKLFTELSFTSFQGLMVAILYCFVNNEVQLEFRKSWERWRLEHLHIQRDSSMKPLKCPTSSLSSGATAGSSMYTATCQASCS
# TDP43 rescue: qHTS of TDP-43 Inhibitors; TDP-43 expressing yeast growth rescue, BacTiter-Glo, 24 h; Potency, µM (titrated, usually from 46.1 µM), without a hit: at the top dose growth rescue (activation), usual class: activators; hit rate 1.8% among 410,000; AID 652104, 2013; note: potency is the fitted concentration of half-maximal effect; % of control where 0% means no effect; nearly all actives have a fitted effect of over 50% in size
#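 Luminescence from BacTiter-Glo reports growth of TDP-43-expressing yeast after 24 hr at 30 deg C with compound. Cells were raffinose-pregrown to mid-log, then seeded in galactose medium at OD600=0.02.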
# D3 antag: qHTS of D3 Dopamine Receptor Antagonist: qHTS | D(3) dopamine receptor (Homo sapiens), P35462 | D3R cells, DiscoveRx beta-arrestin luminescence, antagonist mode; hits give low values | max response, negative = inhibition, % | hit rate 2.5% among 360,000; in the data active = max response below about -50%; inconclusive = no clear call, values can overlap the other calls; note: % is set by controls: 0 for no effect and ±100 for the full control effect; mostly tested at two doses, the higher about 12 µM
#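 Cells plated overnight at 1500 cells/well, then exposed to library compounds with dopamine controls for 90 minutes at 37 degrees C. DiscoveRx reagent added for 30–60 minutes at room temperature; luminescence read, quantitative HTS format.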
# PTHR1 ag: qHTS for PTHR1 Agonists: Primary Screen | Parathyroid hormone/parathyroid hormone-related peptide receptor (Homo sapiens), Q03431 | Potency, µM (titrated, usually from 115 µM), for inactives: at the top dose activation, hits mostly activators | HEK293 GP2 PTHR1 cells, GloSensor cAMP luminescence, 1 h | hit rate 0.075% among 410,000; note: potency is the fitted concentration of half-maximal effect; nearly all actives have a fitted effect of over 55% in size; some results filed as inactive show a strong effect at the top dose; inactives centre near -15; many of its hits are not listed in these tables
#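 HEK-293-derived GP2 cells expressing PTHR1 and a GloSensor cAMP reporter, 3,000/well, plated overnight, given luciferin plus IBMX (each 0.5 mM as added) for 1 h at 37 °C, then compound for 1 h at 37 °C. Luminescence was read after 15 min at room temperature.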
# GLP-1R inv ag: qHTS of GLP-1 Receptor Inverse Agonists (Inhibition Mode); Potency, µM (doses to about 38.3 µM), without a hit: at the top dose activity change, negative = inhibition, hits mostly inhibitors; HEK293 GLP-1R CRE-luciferase, luminescence, 24 h; GLP-1R form is constitutively active; hit rate 1.6% among 410,000; note: potency is the fitted concentration of half-maximal effect; % is set by controls: 0 for no effect and ±100 for the full control effect; nearly all actives have a fitted effect of over 55% in size
#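 Inverse agonists were sought by their lowering of basal cAMP reporter luciferase output in HEK293 cells stably carrying constitutively active human GLP-1R, after 24 h compound treatment.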
# KB-V1 MDR tox: qHTS assay for MDR1-selective chemotherapeutics: Primary screen using the drug-selected MDR subline cells KB-V1; KB-V1 MDR cells viability, CellTiter-Glo, 72 h; Potency, µM (titrated, usually from 46.1 µM), inactives show top-dose activity change, negative = cytotoxicity, most hits filed as cytotoxic; hit rate 3.4% among 400,000; AID 1347076, 2019; note: potency is the fitted concentration of half-maximal effect; % is set by controls: 0 for no effect and ±100 for the full control effect; nearly all actives have a fitted effect of over 60% in size
#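 KB-V1 cells (P-gp-expressing MDR subline of KB-3-1) in phenol-red-free DMEM with 10% FBS were exposed to library compounds over a concentration series for 72 h at 37 degrees C. Viability read by CellTiter-Glo luminescence; concentration-effect curves fitted after normalization.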
# Starred values were filed as active, the others as inactive; i = inactive; ? = inconclusive; / = no result given; & = joins results of further samples; [ ] = another dose, or the depositor's remark. Unless noted, calls come from the whole dose curve; as a rule, active = well fitted curve in the direction sought with a large enough effect; inconclusive = small, poorly fitted or top-dose-only effect, or another doubt; inactive = no such curve, though single readings can be large; an effect the other way counts as inactive or inconclusive. These rows are one share of the data; rates above refer to the full screens.
No.	molecule	DRD3 agonist	aSyn rescue	HEK293 tox	GLP-1R agonist	TDP43 rescue	D3 antag	PTHR1 ag	GLP-1R inv ag	KB-V1 MDR tox
1	COc1ccc(CNc2nc3ccccc3n2C(C)C)c(O)c1	4	5%	16%	1%	6%	0	-6%	?	?
2	O=C(O)CC(NC(=O)/C(=C/c1ccccc1)NC(=O)c1ccccc1)c1ccccc1 (stereo not given)	-4	12%	-6%	-1%	4%	2	-30%	1%	5%
3	COc1ccc(Cl)cc1NC(=O)CCCn1c(C)c2cnn(-c3ccccc3)c(=O)c2c1C	42*	/	-9%	/	26%	/	-28%	?	-4%
4	CC1Cc2ccccc2N1C(=O)COC(=O)/C=C/c1ccc(F)cc1 (stereo not given)	1	2%	-20%	-4%	13%	17	-44%[inhibitor]	-8%	20%
5	Cc1cn(C2OC(COC(=O)c3ccccc3)C(O)C2Cl)c(=O)[nH]c1=O (stereo not given)	4	8%	-21%	10%	-3%	2	-9%	4%	?
6	CCN(C[C@H]1N[C@@](Cc2ccccc2)(C(=O)OC)[C@H]2C(=O)N(C)C(=O)[C@@H]12)S(=O)(=O)c1ccc(C(F)(F)F)cc1	13	2%	?	1%	12%	110	-24%	?	-2%
7	O=C(CNC(=O)c1ccc(Br)o1)Nc1cccc(S(=O)(=O)N2CCCC2)c1	-2	-1%	-2%	12%	-15%	0	-12%	?	15%
8	COc1cccc(C(=O)NCCN2CCC(n3c(=O)[nH]c4ccccc43)CC2)c1	-15	12%	3%	-4%	9%	-78*	i	12%	-6%
9	O=S1(=O)C[C@H]2NC(=S)N(c3ccccc3)[C@H]2C1	13	-2%	5%	1%	-2%	6	i	-1%	3%
10	Cc1ccc(NC(=O)OCCN2CCN(S(=O)(=O)c3ccc(C)cc3)CCC2=O)cc1	0	1%	-17%	-3%	9%	23	-26%	-18%	1%
11	Cc1ccc(C(=O)c2coc3ccc(OCC(=O)O)cc23)cc1	-5	-10%	3%	-9%	-19%	-61*	-24%[57.5 µM]	-19%	16%
12	CCn1c(CNC(=O)Cc2ccc(OC)cc2)nnc1SCC(=O)c1ccccc1	-4	7%	-5%	0%	-14%	21	-12%	10%	3%
13	Cc1ccc(-n2nnnc2-c2cnn(-c3cccc(F)c3)c2C(F)(F)F)cc1	4	1%	8%	4%	?	-18	-8%	?	?
14	COc1ccc(OCc2nc3c4cc(OC)c(OC)cc4nc(=S)n3[nH]2)cc1	20	-5%	?	5%	-22%	10	4%	2%	?
15	Cc1ccc(C(=O)N2CCN(c3ccc(NC(=O)Cc4ccccc4)cc3)CC2)cc1	7	5%	24%	-5%	-8%	-2	i	?	/
16	COc1ccc(CSc2n[nH]c(C)n2)cc1Br	-7	-25%	8%	18%	-19%	-25	i	0%	-2%
17	O=C(Nc1ccc(CN2CCOCC2)cc1)c1cccs1	0	-15%	4%	-12%	-24%	-10	i	1%	?
18	CC(=O)N1CCOc2cc(S(=O)(=O)NCc3ccccc3Cl)c(Cl)cc21	-17	/	10%	/	24%	/	-11%	-23%	7%
19	CCN(C(=O)COC(=O)Cn1c(=O)oc2ccccc21)c1c(N)n(Cc2ccccc2)c(=O)[nH]c1=O	-10	-7%	6%	-7%	1%	-6	-93%[inhibitor]	6%	-15%
20	CCC(C)NC(=O)CCCN1C(=O)CCn2nc(-c3cccn3C)cc21 (stereo not given)	2	/	4%	/	22%	/	21%	15%	17%
21	COc1ccc(OC)c(/C=N/NC(=O)c2cc[n+](CC(=O)c3ccccc3)cc2)c1	2	-5%	-3%	18%	-18%	12	?	4%	-18%
22	Cc1ccc(CN(C)C[C@@H]2OCc3cnnn3CCCC(=O)N([C@@H](C)CO)C[C@H]2C)cc1	-4	-2%	-10%	-4%	-10%	-25	-21%	-10%	16%
23	CCCC(=O)N(CCN1CCOCC1)c1nc2c(F)cc(F)cc2s1	-13	-1%	-7%	6%	-16%	-14	20%	?	0%
24	N#Cc1ccccc1NC(=O)CN(Cc1ccccc1)Cc1ccccc1	-18	3%	28%	10%	-15%	0	1%	7.1µM*	-4%
25	O=C(NCCc1ccccc1)C1CCCN1C(=O)Nc1ccc(F)cc1 (stereo not given)	0	8%	-10%	-12%	-5%	0	i	-10%	-12%
26	CC(C)CCn1c(O)c(N=NC(=O)Cn2ccc(C(F)(F)F)n2)c2ccccc21	-13	2%	10%	1%	25%	1	-25%	33%	-5%
27	Cc1nn(CC(=O)NCc2ccc(N(C)C)cc2)c(=O)c2c(C)n(-c3ccc(Cl)cc3)nc12	2	/	-2%	/	21%	/	-74%[inhibitor]	-11%	/
28	CCN(CC(=O)Nc1ccc(NC(C)=O)cc1)C(=O)c1cn(-c2ccccc2)nc1-c1cccs1	5	0%	-10%	-3%	14%	17	-3%	-5%	0%
29	COc1cccc(Nc2nc(-c3sc(NC(=O)CC(C)C)nc3C)cs2)c1	-1	5%	-7%	2%	18%	0	-9%	11%	-3%
30	O=C(O)CCCSc1nccn1-c1ccccc1	-15	0%	11%	3%	0%	-13	i	24%	3%
31	CCOC(=O)c1nc(Nc2cccc(C)c2)c2ccccc2n1	-2&1	-4%	2%&-21%	13%	?	-9	-1%&-25%	-16%&10%	?
32	COc1ccc(N2C(=O)CC(Nc3cccc(C(C)=O)c3)C2=O)cc1OC (stereo not given)	-2	-1%	34%[activator]	-2%	8%	-8	i	7%	?
33	COc1cccc(CNC(=O)Cn2nc(C)n3c(cc4cc(C)ccc43)c2=O)c1OC	3	/	3%	/	11%	/	15%	8%	/
34	CCC(=O)c1ccc(OCC(O)CN2CCc3ccccc3C2)cc1 (stereo not given)	1	-7%	-16%	0%	13%	-75*	i	-38%	0%
35	COc1cccc(NC(=O)CN2C(=O)CSc3ccc(S(=O)(=O)N4CCCCC4)cc32)c1	-7	-1%	-3%	-1%	7%	-6	-17%	?	-17%
36	O=C(NC1CCCC1)C1CCC(CNS(=O)(=O)c2ccccc2)CC1 (stereo not given)	1	-2%	0%	-2%	-7%	16	i	11%	-7%
37	COc1cccc(-n2nnnc2SCC(=O)Nc2cccc(NC(C)=O)c2)c1	7	2%	?	3%	-21%	4	-41%[inhibitor]	2%	-25%
38	CCC1Oc2ccccc2N(CC(=O)NCCCN2CCC(C)CC2)C1=O (stereo not given)	-18	-5%	3%	0%	-17%	-27	-7%[57.5 µM]	3%	-6%
39	N#Cc1cnc(=S)n(-c2cc(C(F)(F)F)cc(C(F)(F)F)c2)c1N	1	-2%	-20%	0%	20%	18	-17%	-13%	?
40	Cc1c(C(=O)Nc2cccc(Oc3ccccc3)c2)sc(=O)n1Cc1ccc(F)cc1	2	2%	-10%	-8%	12%	13	-15%	?	?
41	C#CCOCCOCCOCCNc1nc(N2CCN(C(=O)[C@H](CCCN=C(N)N)n3cc(C(N)[C@@H](C)CC)nn3)CC2)nc(N2CCN(C(=O)[C@H](CCC(=O)O)n3cc([C@@H](N)CC(N)=O)nn3)CC2)n1 (stereo not given in full)	0	0%	-13%	-4%	-1%	-9	-16%	6%	0%
42	O=C1OCc2ccc(NC(=O)C3CCCCC3)cc21	-6	2%	-4%	-1%	-3%	-14	i	7%	21%

# Shown with two lines to a compound: entries from further up
# Below each SMILES – DRD3 agonist | aSyn rescue | HEK293 tox | GLP-1R agonist | TDP43 rescue | D3 antag | PTHR1 ag | GLP-1R inv ag | KB-V1 MDR tox
[34] CCC(=O)c1ccc(OCC(O)CN2CCc3ccccc3C2)cc1 (stereo not given)
    1 | -7% | -16% | 0% | 13% | -75* | i | -38% | 0%
[35] COc1cccc(NC(=O)CN2C(=O)CSc3ccc(S(=O)(=O)N4CCCCC4)cc32)c1
    -7 | -1% | -3% | -1% | 7% | -6 | -17% | ? | -17%
[36] O=C(NC1CCCC1)C1CCC(CNS(=O)(=O)c2ccccc2)CC1 (stereo not given)
    1 | -2% | 0% | -2% | -7% | 16 | i | 11% | -7%
[37] COc1cccc(-n2nnnc2SCC(=O)Nc2cccc(NC(C)=O)c2)c1
    7 | 2% | ? | 3% | -21% | 4 | -41%[inhibitor] | 2% | -25%
[38] CCC1Oc2ccccc2N(CC(=O)NCCCN2CCC(C)CC2)C1=O (stereo not given)
    -18 | -5% | 3% | 0% | -17% | -27 | -7%[57.5 µM] | 3% | -6%
[39] N#Cc1cnc(=S)n(-c2cc(C(F)(F)F)cc(C(F)(F)F)c2)c1N
    1 | -2% | -20% | 0% | 20% | 18 | -17% | -13% | ?
[40] Cc1c(C(=O)Nc2cccc(Oc3ccccc3)c2)sc(=O)n1Cc1ccc(F)cc1
    2 | 2% | -10% | -8% | 12% | 13 | -15% | ? | ?
[41] C#CCOCCOCCOCCNc1nc(N2CCN(C(=O)[C@H](CCCN=C(N)N)n3cc(C(N)[C@@H](C)CC)nn3)CC2)nc(N2CCN(C(=O)[C@H](CCC(=O)O)n3cc([C@@H](N)CC(N)=O)nn3)CC2)n1 (stereo not given in full)
    0 | 0% | -13% | -4% | -1% | -9 | -16% | 6% | 0%
[42] O=C1OCc2ccc(NC(=O)C3CCCCC3)cc21
    -6 | 2% | -4% | -1% | -3% | -14 | i | 7% | 21%
